# GPR55 LPI antagonism = inhibition of LPI-stimulated GPR55 beta-arrestin translocation – imaging, U2OS, beta-arrestin-GFP, LPI agonist, primary screen (AID 2013). 290,000 compounds, 0.13% hits. inhibition, % at 10 µM, or IC50 in µM where a hit was titrated. U2OS GPR55 beta-arrestin-GFP translocation imaging, LPI antagonism; higher % means a stronger effect;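 active means spots per cell inhibited over 60%, with over 100 cells counted and total cytoplasm intensity under 500,000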;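 further: U2OS cells stably carrying GPR55 and arrestin-GFP stimulated by 5 µM LPI near EC80; imaged beta-arrestin-GFP aggregate spots per cell after agonist stimulation; plate controls were LPI-stimulated DMSO wells for no effect and DMSO wells without LPI for full effect; some results filed as inactive read as strong as hits; confirmed hits need IC50 under 10 µM and bright autofluorescent wells are also inconclusive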
# NOD1 inhibition = inhibition of NOD1-driven NF-kB reporter – cell-based, luminescence, uHTS, primary screen (AID 1578). 290,000 compounds, 1% hits. NOD1-driven NF-kB luciferase reporter cells, luminescence; higher % means a stronger effect. one-dose inhibition, % at 4 µM; EC50 in µM for titrated hits; in the data active means inhibition mostly above about 36%, no sharp cut-off; inactive means mostly below about 34%;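 further: HEK-293T reporter cells stimulated with the NOD1 agonist gamma-tri-DAP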
# NOD2 inhibition = NOD2 signaling inhibitors, cell-based, luminescence, uHTS, HEK293 (AID 1566); inhibition, % at 4 µM; hits with a dose series show EC50 in µM; HEK293 NOD2/NF-kB luciferase reporter, luminescence; higher % means a stronger effect; 290,000 compounds, 0.63% hits; further: many of its hits are not listed in these tables
# MgcRacGAP inhibition = MgcRacGAP GTPase-activating activity inhibitors, confirmation, biochemical, ADP Hunter fluorescence; MgcRacGAP-stimulated Rac1 GTP hydrolysis, ADP Hunter fluorescence; higher % means a stronger effect; GST-tagged Rac1 F28L mutant substrate; one-dose inhibition, % at 30 µM; IC50 in µM for titrated hits; 340,000 compounds, 0.6% hits;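 active means first-screen hits whose inhibition reached a set limit at any dose in the follow-up dose series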;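 further: fluorescence reports GDP produced by GAP-driven GTP hydrolysis; strong numbers were not always called active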
# GPR55 beta-arrestin = selective activators of receptor GPR55 – imaging, U2OS cells, beta-arrestin-GFP redistribution, primary screen (AID 1961). U2OS GPR55 beta-arrestin-GFP redistribution imaging; higher % means a stronger effect. 290,000 compounds, 0.048% hits. activation, % at 10 µM; hits with a dose series show EC50 in µM;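 active means activation above 40% with more than 50 cells counted in the well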;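 further: U2OS osteosarcoma cells stably expressing GPR55 and beta-arrestin-GFP; plate controls were DMSO negative control for no effect and LPI positive control for full effect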
# Large T inhibition = SV40 large T antigen inhibitors, biochemical (AID 1903). SV40 large T antigen ATPase/helicase inhibition assay; higher % means a stronger effect. one-dose inhibition, % at 20 µM; IC50 in µM for titrated hits. 310,000 compounds, 0.39% hits; in the data active means a potency from the dose series; further: strong numbers were not always called active
# HIV fusion peptide = inhibitors of HIV fusion peptide binding, primary screen, biochemical, uHTS, fluorescence dequenching (AID 1986); cell-free peptide binding, fluorescence dequenching, 30 min; higher % means a stronger effect; one-dose inhibition, % at 20 µM; IC50 in µM for titrated hits; 290,000 compounds, 0.3% hits; in the data active means inhibition mostly above about 52%, no sharp cut-off; inactive means mostly below about 76%; further: some results filed as inactive read as strong as hits
# KOR beta-arrestin-1 = kappa opioid receptor activators – cell-based, luminescence, uHTS, primary screen (AID 1777) | KOR beta-arrestin recruitment, luminescence; higher % means a stronger effect | one-dose activation, % at 10 µM; EC50 in µM for titrated hits | 280,000 compounds, 0.02% hits; in the data active means activation above about 50%, passing the limit was not always enough; further: a part of the inactive calls stands beside numbers as strong as those of hits
# KOR beta-arrestin-2 = KOR antagonists, beta-arrestin recruitment, cell-based, luminescence, uHTS (AID 1778); KOR beta-arrestin recruitment, luminescence, antagonist mode; higher % means a stronger effect; one-dose inhibition, % at 10 µM; IC50 in µM for titrated hits; 290,000 compounds, 0.091% hits; further: strong numbers were not always called active
# Starred values were filed as active, the others as inactive; · = not tested or not shown; [ ] = remark or other dose. Unless noted, no stated cut-off is given here; in the data, active means inhibition above about 50%; inactive means the rest.
# Below each compound – GPR55 LPI antagonism, NOD1 inhibition, NOD2 inhibition, MgcRacGAP inhibition, GPR55 beta-arrestin, Large T inhibition, HIV fusion peptide, KOR beta-arrestin-1, KOR beta-arrestin-2
COC(=O)c1ccc(C23CC4(C2)[C@H](CN(Cc2cccnc2)[C@@H]4c2ccccc2)C3c2ccc(Cl)nc2)cc1 (some centres not stated)
    2%, -7%, -10%, 11%, -0.1%, 6%, 1.5%, 9.2%, -4%
CC(C)OP(=O)(OC(C)C)C(Nc1ccccc1)c1ccc2c(c1)OCO2 (configuration not stated)
    7%, -17%, 8%, 11%, 0.0%, 3%, -0.2%, 7.4%, 18%
CN=C(c1ccco1)n1c(=S)nc(-c2ccco2)n(C)c1=S
    4%, 0%, 0%, 20%, 0.2%, 20%, -2.0%, 5.1%, 0%
CC(C)CC(OC(=O)c1ccco1)C(=O)NC1CCCC1 (configuration not stated)
    -12%, -39%, -2%, 7%, -0.1%, -3%, 0.3%, 5.8%, -4%
S=C(N/N=C/c1ccc(Br)cc1)N1CCCCC1
    5%, 29%, -60%, 9%, -0.2%, 8%, -1.8%, -2.7%, 5%
O=C(Nc1ccc2c(c1)CCC2)c1ccc(F)c(S(=O)(=O)N2CCOCC2)c1
    5%, -12%, -15%, 0%, 0.2%, 5%, 0.7%, 4.7%, 14%
O=C(NCCC1=CCCCC1)C(=O)NCCc1ccc(Cl)cc1
    -2%, -13%, -1%, 6%, 0.2%, 4%, -0.4%, 0.7%, -44%[20 µM]
Cc1cc2nc(-c3ccc4c(c3)CCC4)ccn2n1
    8%, -23%, -15%, 3%, 0.1%, 9%, -0.4%, 4.0%, -38%
C=CCn1c(SCC(=O)N2N=C(c3ccco3)CC2c2ccco2)nnc1-c1ccncc1 (configuration not stated)
    6%, -2%, 17%, 4%, -0.3%, 12%, 32%, 0.8%, 21%
O=C1CN(C(=O)NCC(=O)N[C@@H](C(=O)O)c2ccccc2)c2ccccc2N1
    3%, 1%, -12%, 11%, -0.1%, -12%, -0.2%, 2.8%, -45%

# The closing five entries of the part before open the next one.
# Below each compound – GPR55 LPI antagonism, NOD1 inhibition, NOD2 inhibition, MgcRacGAP inhibition, GPR55 beta-arrestin, Large T inhibition, HIV fusion peptide, KOR beta-arrestin-1, KOR beta-arrestin-2
O=C(Nc1ccc2c(c1)CCC2)c1ccc(F)c(S(=O)(=O)N2CCOCC2)c1
    5%, -12%, -15%, 0%, 0.2%, 5%, 0.7%, 4.7%, 14%
O=C(NCCC1=CCCCC1)C(=O)NCCc1ccc(Cl)cc1
    -2%, -13%, -1%, 6%, 0.2%, 4%, -0.4%, 0.7%, -44%[20 µM]
Cc1cc2nc(-c3ccc4c(c3)CCC4)ccn2n1
    8%, -23%, -15%, 3%, 0.1%, 9%, -0.4%, 4.0%, -38%
C=CCn1c(SCC(=O)N2N=C(c3ccco3)CC2c2ccco2)nnc1-c1ccncc1 (configuration not stated)
    6%, -2%, 17%, 4%, -0.3%, 12%, 32%, 0.8%, 21%
O=C1CN(C(=O)NCC(=O)N[C@@H](C(=O)O)c2ccccc2)c2ccccc2N1
    3%, 1%, -12%, 11%, -0.1%, -12%, -0.2%, 2.8%, -45%
COC(=O)Nc1ccc(S(=O)(=O)N(C)C)cc1
    52%, -7%, -8%, 3%, 0.2%, 1%, 0.0%, 5.0%, 26%
COc1ccccc1N(CC(O)Cn1c(C)nc2ccccc21)S(=O)(=O)c1ccccc1 (configuration not stated)
    4%, -15%, 4%, 3%, -0.1%, 3%, 0.4%, 1.0%, 18%
N#CC1c2ccccc2C=CN1C(=O)c1ccccc1 (configuration not stated)
    -15%, 7%, 7%, 0%, -0.2%, 15%, -1.2%, 4.8%, 46%
COc1ccc(NC(=O)C2(c3ccc(NC(=O)c4ccc(OC)cc4)cc3)CCCC2)cc1
    3%, -16%, 1%, 12%, -0.2%, -1%, 2.7%, -4.9%, -12%
CCOC(=O)Cc1csc(NC(=O)c2ccc(C)cc2)n1
    5%, -9%, -6%, 2%, 1.2%, -2%, 0.1%, ·, -1%[20 µM]
Cc1cccn2c(=O)c(C=NCc3ccccc3)c(NCCO)nc12
    0%, ·, 11%, 8%, -0.3%, 3%, 0.5%, -0.8%, -22%
Cc1ccc(Cl)cc1NS(=O)(=O)c1ccc(-n2cccn2)cc1
    7%, -2%, 7%, -22%, 0.2%, 9%, 0.7%, -5.2%, -34%
C=CCn1c(C)c(C(C)=O)c(SC)nc1=S
    -1%, 11%, 6%, 3%, 0.1%, 10%, -0.9%, 13%, 0%
CCOC(=O)c1sc(NC(=S)NC(=O)C2CC2)cc1C
    8%, -20%, 1%, 6%, -0.2%, 0%, -0.2%, 34%, 2%
O=C(NC(Cc1ccccc1)C(=O)Oc1ccc2c(C(F)(F)F)cc(=O)oc2c1)OCc1ccccc1 (configuration not stated)
    -9%, -15%, 10%, 7%, 0.0%, 14%, 12%, 4.0%, -17%

# Next part.
# Below each compound – GPR55 LPI antagonism, NOD1 inhibition, NOD2 inhibition, MgcRacGAP inhibition, GPR55 beta-arrestin, Large T inhibition, HIV fusion peptide, KOR beta-arrestin-1, KOR beta-arrestin-2
CCOc1cc(NC(=S)NCc2ccco2)c(OCC)cc1NC(=O)c1ccco1
    4%, -22%, 17%, 7%, -0.2%, 6%, -0.8%, -3.3%, -6%
O=C(COC(=O)c1cc([N+](=O)[O-])ccc1N1CCOCC1)Nc1ncc(Cl)cc1Cl
    13%, -8%, 0%, 7%, 0.0%, -6%, 0.6%, 2.9%, -11%
Cc1cccc(C(=O)N[C@H](C(=O)Nc2nc(C)cs2)C(C)C)c1
    -2%, -11%, 2%, 2%, 0.3%, 0%, 0.2%, -2.7%, 10%
CC1(C)CC(=O)N(Cc2ccccc2)C(=O)C1
    7%, -14%, 24%, 3%, 0.0%, -2%, 41%, -0.9%, 11%
CC(C)NC(=O)C(c1ccc(F)cc1)N(C(=O)CCC(=O)Nc1ccccn1)c1ccccc1F (configuration not stated)
    -11%, -36%, 0%, 5%, -0.1%, 8%, 0.3%, -3.3%, 4%
CCCCNC(=S)N(CCN(C)C)Cc1cc2cc3c(cc2[nH]c1=O)OCCO3
    -3%, -13%, -4%, 10%, 0.0%, 48%, -0.8%, 2.7%, -18%
COc1ccc(OCCC(=O)OCC(=O)NCc2ccco2)cc1
    -3%, -4%, -5%, 20%, -0.3%, 19%, 44%, 13%, -54%
Cc1ccc(S(=O)(=O)N2CCN(C(=O)N3CCOCC3)CC2)cc1C
    -4%, -23%, 3%, -6%, -0.3%, 2%, 1.1%, -2.5%, -16%[20 µM]
Cn1cc(C(=O)NCc2ccc(Cl)cc2)c(=O)c2cc(S(=O)(=O)N3CCOCC3)ccc21
    -2%, -14%, -6%, 6%, 0.3%, 7%, -1.3%, 2.4%, -11%
CCOc1ccc(CCNC(=O)CCNC(=O)c2ccco2)cc1OCC
    0%, -17%, 9%, 1%, 0.3%, 1%, -0.6%, 0.1%, 20%

# (next part)
# Abbreviations – A = GPR55 LPI antagonism; B = NOD1 inhibition; C = NOD2 inhibition; D = MgcRacGAP inhibition; E = GPR55 beta-arrestin; F = Large T inhibition; G = HIV fusion peptide; H = KOR beta-arrestin-1; I = KOR beta-arrestin-2
> CCOC(=O)C1CCN(C(=O)Cc2c(C(=O)O)n(C)c3ccccc23)CC1
  A: 2%; B: -9%; C: 9%; D: 2%; E: 0.4%; F: 11%; G: -2.4%; H: -12%; I: 8%
> CCOC(=O)C1=C(C)NC(=O)NC1C1CC=CCC1 (configuration not stated)
  A: 10%; B: -18%; C: 3%; D: 6%; E: -0.1%; F: -4%; G: 0.4%; H: -2.0%; I: 25%
> Cn1nccc1C(=O)N1CCN(c2cccc(C(F)(F)F)c2)CC1
  A: -2%; B: -2%; C: -2%; D: 3%; E: 0.0%; F: 9%; G: 0.5%; H: -3.2%; I: -6%
> Cc1ccc(S(=O)(=O)N2CCC(C(=O)OCC(=O)N3CC(=O)Nc4ccccc43)CC2)cc1
  A: 2%; B: 15%; C: 22%; D: -8%; E: -0.1%; F: 1%; G: -3.4%; H: -1.3%; I: 7%
> CSc1nc2ccc(NS(=O)(=O)c3c(Cl)cccc3Cl)cc2s1
  A: -8%; B: 1%; C: 9%; D: 5%; E: 0.0%; F: 4%; G: 1.6%; H: 1.6%; I: -35%
> Cc1ccc([N+](=O)[O-])cc1NC(=O)C1CCN(S(C)(=O)=O)CC1
  A: 9%; B: 20%; C: 18%; D: 5%; E: 0.1%; F: 5%; G: -2.4%; H: 9.4%; I: ·
> COc1ccccc1N1Cc2ccccc2C1
  A: 11%; B: -3%; C: 4%; D: 5%; E: -0.2%; F: 17%; G: -2.5%; H: 0.4%; I: -15%
> N/C(=N\OC(=O)CCCOc1ccccc1)c1ccc([N+](=O)[O-])cc1
  A: 11%; B: -29%; C: -17%; D: 7%; E: 0.0%; F: 36%; G: 0.7%; H: -1.4%; I: -1%
> COc1ccc(-c2cc(C(=O)Nc3c(Cl)cc(Cl)cc3Cl)c3ccccc3n2)cc1OC
  A: 10%; B: -7%; C: 17%; D: -1%; E: -0.4%; F: 6%; G: 8.6%; H: 0.1%; I: -17%
> COc1ccc(-n2nc3c(N4CCC(C(=O)NC5CCCCC5)CC4)nnc(C)c3c2C)cc1
  A: 11%; B: -24%; C: 15%; D: 1%; E: 0.3%; F: 7%; G: 0.6%; H: -4.5%; I: -1%
> COC(=O)C1=C(C(=O)c2ccccc2)C(c2ccc(OC)c(OC)c2)Nc2nnnn21 (configuration not stated)
  A: 9%; B: -24%; C: 0%; D: -1%; E: -0.1%; F: 12%; G: 2.3%; H: 1.8%; I: -21%
> O=C(O)c1ccc(Cn2cc(/C=C\[N+](=O)[O-])c3ccccc32)o1
  A: -7%; B: -13%; C: 14%; D: 28%; E: -0.2%; F: 20%; G: 5.9%; H: -3.4%; I: 16%
> O=C(NC1CCCCC1)C(c1ccccc1)N1CCc2ccccc21 (configuration not stated)
  A: -8%; B: 23%; C: -25%; D: 6%; E: 0.3%; F: 2%; G: 21%; H: 4.1%; I: -34%
> O=C(N=C1SC2CS(=O)(=O)CC2N1Cc1ccc(Cl)cc1)C1CCCO1 (configuration not stated)
  A: 4%; B: -24%; C: 1%; D: 7%; E: -0.1%; F: 5%; G: 0.0%; H: -1.4%; I: 10%
> Cc1nc(=O)c(-c2ccccc2)c(C)n1-c1ccc(Br)cc1
  A: 10%; B: -2%; C: 16%; D: ·; E: -0.1%; F: 5%; G: 0.8%; H: -1.2%; I: -15%
> COC(CNc1ccc([N+](=O)[O-])c(NCC(OC)OC)c1C#N)OC
  A: 11%; B: -10%; C: 0%; D: 3%; E: -0.1%; F: 1%; G: 0.3%; H: -4.4%; I: 6%
> Cc1nn(-c2ccccc2)c(Cl)c1C(=O)Nc1nnc(C2CCCC2)s1
  A: 6%; B: 10%; C: -14%; D: 14%; E: 0.2%; F: 1%; G: 0.3%; H: 6.9%; I: -58%

# Screening data from PubChem BioAssay.

# These rows are one share of the data; rates above refer to the full screens.
